Bioassay records from PubChem.
NPC1 prom act: qHTS Assay for NPC1 Promoter Activators; Huh7 NPC1 promoter luciferase reporter, 24 h; 320,000 compounds, 2.4% hits; Potency, µM (doses to about 9.22 µM), without a hit: at the top dose activation, most hits filed as activators;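 note: % of control where 0% means no effect; nearly all actives have a fitted effect of over 60% in size; reporter is driven by a mutant NPC1 promoter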
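Stably transfected Huh7 (NPC1 promoter→luciferase), 1500 cells/well in Opti-MEM + 10% FBS, 2 h settle, then compound 24 h at 37 °C. Luminescence after 10 min with Amplite reagent.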
p53 reactivator: qHTS assay for re-activators of p53 using a Luc reporter; H1299 p53-A138V BP100-luciferase reporter, luminescence, 24 h; AID 504706, 2011; Potency, µM (top dose mostly 92.2 µM), for inactives: at the top dose activity change, positive = activation, hits mostly activators; 320,000 compounds, 0.063% hits; note: % of control where 0% means no effect; nearly all actives have a fitted effect of over 45% in size
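H1299 (p53-null), stable ts p53-A138V + BP100-Luc; 1000 cells/well, Opti-MEM/10% FBS; cpd 4 pt, 1:5; 24 h, 37 deg C, 5% CO2; detection reagent 10 min RT; luminescence.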
RORg inh: qHTS for inhibitors of ROR gamma transcriptional activity; Potency, µM (top dose mostly 53.6 µM), without a hit: top-dose activity change, negative = inhibition, hits mostly inhibitors; AID 2551, 2010; Drosophila S2 Gal4-RORgamma UAS-luciferase reporter, 20 h; 310,000 compounds, 5.4% hits; note: % is set by controls: 0 for no effect and ±100 for the full control effect; nearly all actives have a fitted effect of over 60% in size
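Drosophila Schneider cells stably carrying a metallothionein-driven Gal4 DBD–ROR gamma fusion and a UAS-Photinus luciferase reporter were exposed to compound for 1 hr, then induced with copper sulfate (700 uM final) for 20 hr at ambient temperature before luminescence reading.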
VP16 counter: VP16 counterscreen qHTS for inhibitors of ROR gamma transcriptional activity; Drosophila S2 Gal4-VP16 UAS-luciferase, luminescence, 20 h; Potency, µM (highest dose often 53.6 µM), without a hit: top-dose activity, negative = inhibition, usual class: inhibitors; 310,000 compounds, 3.5% hits; AID 2546, 2010;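 note: Gal4-VP16 expression switched on by copper sulfate through the metallothionein promoter; % is set by controls: 0 for no effect and ±100 for the full control effect; nearly all actives have a fitted effect of over 50% in size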
BRCA1 expr up: qHTS Assay to Identify Small Molecule Activators of BRCA1 Expression; MCF7-BRCA1-FFLuc reporter, luminescence, 48 h; response scale: scaled: vehicle 0%, 10 µM genistein 100%; Potency, µM (doses to about 46.1 µM), inactives show at the highest dose activation, actives largely listed as activators; 380,000 compounds, 1.1% hits; AID 624202, 2012; note: nearly all actives have a fitted effect of over 80% in size; some results filed as inactive show a strong effect at the top dose
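First, MCF7-BRCA1-FFLuc cells (2000/well) attach for 2 h; next, compounds are pin-added and incubated 48 h at 37 °C; finally, luciferase reagent is added and luminescence read after 15 min.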
CXXC DNA block: qHTS Fluorescence Polarization Assay for Inhibitors of MLL CXXC domain - DNA interaction | Histone-lysine N-methyltransferase 2A (Homo sapiens), Q03164 | MLL-CXXC / FITC-HOXA9 DNA fluorescence polarization | Potency, µM (series often up to 115 µM), for the others: at the top dose activity change, negative = inhibition, usual class: inhibitors | 290,000 compounds, 0.037% hits; active = well fitted inhibition curve with a large enough effect in the polarisation, with a control signal flat, not every such curve was filed as active; inconclusive = small, poorly fitted or top-dose-only effect, or effect the other way, or a change in a side signal; inactive = no such curve, though single readings can be large or run the other way; the % refers to the polarisation
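Fluorescence polarization: 7 uM MLL-CXXC (stock) preincubated 5 min with compounds, then 50 nM fluorescein-HOX-A9 DNA (stock) added; 30 min ambient. Buffer 50 mM Tris-HCl pH 7.5, 50 mM NaCl, 1 mM DTT, 0.05% BSA.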
uPA surface inh: qHTS for Inhibitors of Cell Surface uPA Generation. cell surface uPA generation assay, qHTS. Potency, µM (series often up to 38.3 µM), for the others: top-dose activity change, negative = inhibition, hits mostly inhibitors. AID 540303, 2011. 330,000 compounds, 0.31% hits; active = well fitted inhibition curve with a large enough effect; inconclusive = small, poorly fitted or top-dose-only effect; inactive = no such curve, though single readings can be large or run the other way; tested in mouse RAW 264.7 cells; note: % is set by controls: 0 for no effect and ±100 for the full control effect; nearly all actives have a fitted effect of over 55% in size
ELG1 genotox: qHTS screen for small molecules that induce genotoxicity in human embryonic kidney (HEK293T) cells expressing luciferase-tagged ELG1. 330,000 compounds, 1.3% hits. Potency, µM (top dose mostly 46 µM), without a hit: top-dose activity change, positive = activation, actives largely listed as activators. AID 504466, 2011. HEK293T ELG1-luciferase reporter, luminescence, 16 h; note: % of control where 0% means no effect; nearly all actives have a fitted effect of over 60% in size
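Step 1: seed 2,000 HEK293T ELG1-luciferase cells per well. Step 2: add compound or DMSO, incubate 16 hr at 37 °C. Step 3: ONE-Glo, 30 min at room temperature, read luminescence.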
MBNL1 CUG block: qHTS Assay for Inhibitors of MBNL1-poly(CUG) RNA binding; Potency, µM (top dose mostly 57.5 µM), inactives show top-dose activity change, negative = inhibition, usual class: inhibitors; 280,000 compounds, 0.036% hits; TR-FRET MBNL1-His/biotin-(CUG)12 binding, 665/545 ratio; Muscleblind-like protein 1 (Homo sapiens), Q9NR56; active = well fitted inhibition curve with a large enough effect in the signal ratio, with a control signal flat, not every such curve was filed as active; inconclusive = small, poorly fitted or top-dose-only effect, or effect the other way, or a change in a side signal; inactive = no such curve, though single readings can be large or run the other way; the % refers to the signal ratio; note: % is set by controls: 0 for no effect and ±100 for the full control effect
Target sequence (Q9NR56 whole entry, looked up): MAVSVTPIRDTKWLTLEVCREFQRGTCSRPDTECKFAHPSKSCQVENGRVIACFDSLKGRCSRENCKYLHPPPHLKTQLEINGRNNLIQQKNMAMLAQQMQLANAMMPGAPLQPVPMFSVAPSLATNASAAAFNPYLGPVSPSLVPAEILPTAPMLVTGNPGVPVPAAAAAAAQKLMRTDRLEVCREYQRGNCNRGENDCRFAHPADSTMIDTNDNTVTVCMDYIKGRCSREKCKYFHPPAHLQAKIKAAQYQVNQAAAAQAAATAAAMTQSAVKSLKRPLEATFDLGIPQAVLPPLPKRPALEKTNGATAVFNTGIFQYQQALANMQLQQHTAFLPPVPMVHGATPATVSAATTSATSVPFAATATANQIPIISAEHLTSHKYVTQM
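TR-FRET between His-tagged MBNL1 and biotin-(CUG)12 RNA, detected with Tb anti-His antibody (0.055 ng/ul) and streptavidin-XL665 (5 nM), 60 min at room temperature. Compounds titrated 92 nM to 58 uM; 665/545 nm ratio normalized to buffer and complex controls.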
Rab9 prom act: qHTS Assay for Rab9 Promoter Activators. Huh7 Rab9 promoter-luciferase reporter, luminescence, 24 h. 320,000 compounds, 2.8% hits. Potency, µM (top dose mostly 9.22 µM), for inactives: at the highest dose activation, negative = inhibition, usual class: activators; note: % of control where 0% means no effect; nearly all actives have a fitted effect of over 60% in size
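Promoter activation is measured as luciferase luminescence in Huh7 cells stably transfected with a Rab9 promoter–luciferase construct, following 24 h compound exposure at 37 °C and 10 min reagent incubation at ambient temperature.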
FLuc counter: qHTS profiling assay for firefly luciferase inhibitor/activator using purifed enzyme and Km concentrations of substrates (counterscreen for miR-21 project). AID 588342, 2011. Potency, µM (highest dose often 57.5 µM), for inactives: top-dose activity change, negative = inhibition, usual class: inhibitors. 360,000 compounds, 6.9% hits. purified FLuc, Km substrates, luminescence inhibition. Luciferin 4-monooxygenase (Photinus pyralis), P08659;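 note: plate controls were vehicle for no effect and reference inhibitor for full effect; nearly all actives have a fitted effect of over 55% in size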
Target sequence (P08659 whole entry, looked up): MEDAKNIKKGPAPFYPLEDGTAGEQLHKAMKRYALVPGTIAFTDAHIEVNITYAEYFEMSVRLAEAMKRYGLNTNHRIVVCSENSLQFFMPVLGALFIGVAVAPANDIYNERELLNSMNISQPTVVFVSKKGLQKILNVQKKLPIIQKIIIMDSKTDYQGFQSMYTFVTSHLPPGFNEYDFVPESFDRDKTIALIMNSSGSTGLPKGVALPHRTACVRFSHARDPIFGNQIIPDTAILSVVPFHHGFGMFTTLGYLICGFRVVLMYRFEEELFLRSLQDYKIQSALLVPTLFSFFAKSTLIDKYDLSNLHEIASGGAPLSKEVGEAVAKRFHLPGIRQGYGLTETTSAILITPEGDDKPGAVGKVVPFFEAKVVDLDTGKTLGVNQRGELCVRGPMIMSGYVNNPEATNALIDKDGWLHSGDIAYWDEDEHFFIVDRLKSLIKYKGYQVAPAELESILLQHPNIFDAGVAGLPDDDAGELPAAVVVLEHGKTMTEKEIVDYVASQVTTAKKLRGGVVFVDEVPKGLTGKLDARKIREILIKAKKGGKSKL
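Purified P. pyralis luciferase, 10 nM final, with Km-level 10 uM D-luciferin and 10 uM ATP in 50 mM Tris acetate pH 7.5, 10 mM Mg acetate, 0.01% Tween-20, 0.05% BSA; 6-point qHTS titration about 60 µM downward; luminescence read.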
The depositor's hits bear a star; ? = inconclusive; · = not tested or not shown; [ ] = another dose, or the depositor's remark. Unless noted, calls come from the whole dose curve; as a rule, active = well fitted curve in the direction sought with a large enough effect; inconclusive = small, poorly fitted or top-dose-only effect, or another doubt; inactive = no such curve, though single readings can be large; an effect the other way counts as inactive or inconclusive. Potency is the fitted concentration of half-maximal effect.

Screens in order – NPC1 prom act | p53 reactivator | RORg inh | VP16 counter | BRCA1 expr up | CXXC DNA block | uPA surface inh | ELG1 genotox | MBNL1 CUG block | Rab9 prom act | FLuc counter
> CCn1c(-c2ccc(N)cc2)nc2ccccc21
  9.5% | 18.4% | 4.0% | 8.4% | 77.5% | -9.9% | 1.4% | ? | -1.6% | 1.9% | ?
> COc1ccc(CC(=O)Nc2ccccc2NC(=O)c2ccco2)cc1OC
  -1.0% | -2.6% | -0.8% | 18.3% | -4.9% | 13.5% | -2.6% | 0.2% | -1.6% | 0.0% | 5.2%
> CCOc1ccc(-c2cc(CCCC(=O)Nc3cccc(OC)c3)no2)cc1
  -19.2% | -0.5% | 0.126µM* | ? | -34.6% | 5.8% | ? | 4.8% | 1.6% | -20.7% | 6.75µM*
> c1ccc(-n2ncc3c(N4CCCCC4)ncnc32)cc1
  0.316µM* | -8.0% | 5.01µM* | 5.62µM* | ? | 17.0% | 1.58µM* | 0.461µM* | -16.4% | ? | 0.269µM*
> CC(=O)/C(N=Nc1nc2c([nH]1)c(=O)n(C)c(=O)n2C)=C(\C)O
  1.4% | 0.3% | 0.7% | -1.5% | -0.3% | -10.4% | 10.2% | 1.7% | -5.4% | -0.6% | 5.1%
> CCC(C)(C)NC(=O)C(c1ccccc1Cl)N(C(=O)CCC(=O)Nc1cc(C)on1)C(C)(C)C (configuration not stated)
  0.8% | -8.4% | 2.3% | -13.1% | -23.3% | -2.6% | -0.8% | -5.9% | 1.9% | 0.2% | 1.7%
> Cc1ccc(-n2ncc3c(=O)n(CC(=O)N4CCCc5ccccc54)cnc32)cc1C
  1.0% | -2.6% | -20.7% | -4.1% | -16.8% | -6.1% | 3.2% | -6.5% | 10.6% | -0.2% | 3.8%
> Cc1sc2nc(SCC(=O)NCCCO)n(-c3ccccc3)c(=O)c2c1C
  -5.7% | · | 10.5% | -1.6% | -13.6% | -0.6% | 17.5% | 10.0% | -1.4% | -0.3% | 7.2%
> CC(C)Sc1nc2ncnc(N)c2[nH]1
  8.6% | -3.7% | -2.3% | -11.8% | -16.0% | 0.0% | -7.8% | 4.5% | · | 0.2% | 3.5%
> O=C(CN1CC(c2ccccc2)CC1=O)N/N=C/c1cc(Br)ccc1O (configuration not stated)
  -5.1% | ? | 4.47µM* | 3.16µM* | -81.7% | 10.9% | -10.9% | ? | 26.8% | -8.6% | -1.4%
> CSc1ccccc1N1CCN(C(=O)Nc2ccc3c(c2)NC(=O)CO3)CC1
  1.7% | -5.8% | 39.3% | -2.0% | -16.3% | -0.2% | -1.3% | -10.5% | -19.3% | 2.3% | -3.5%
> O=C(Nc1ccc2c(c1)OCO2)c1cc2ncc(Br)cn2n1
  0.3% | 1.6% | 19.5% | -2.0% | -0.7% | 30.1%[activator] | 2.5% | 3.6% | 3.4% | -1.0% | -17.6%
> Cc1ccc(S(=O)(=O)c2cc3c(=O)n4ccccc4nc3n(C)c2=N)cc1C
  0.6% | 7.8% | -20.6% | 3.9% | -14.6% | 5.0% | -1.6% | -2.1% | 6.8% | -3.3% | -0.9%
> CC1=C(CO)C(=O)OC([C@@H](C)C2CC[C@H]3C4C[C@H]5O[C@]56[C@@H](O)C=CC(=O)[C@]6(C)C4CC[C@]23C)C1 (some centres not stated)
  -51.7%[inhibitor] | -14.5% | ? | ? | -87.2% | 22.8% | ? | -21.8% | -6.5% | -41.2%[inhibitor] | -4.1%
> C=CCN(c1ccccc1)S(=O)(=O)c1cccc(C(=O)Nc2cc(C)ccn2)c1
  -1.8% | 25.8% | · | · | -36.4% | · | -8.2% | -0.9% | · | -1.9% | ?
> CS(=O)(=O)c1ccc2c(c1)sc1nc(=O)c(/C=C3/C=CC(=O)C(O)=C3)c(N)n12
  19.6% | 17.6% | -23.3% | 1.9% | 62.2% | ? | -2.8% | ? | · | 1.0% | 4.78µM*
> CCCCCOC(=O)Cc1c(C)nc(-c2ccccc2)[nH]c1=O
  2.1% | -6.2% | -0.8% | -0.6% | 9.2% | 5.5% | 10.1% | 0.6% | -3.6% | -3.7% | 1.7%
> COc1ccc(S(=O)(=O)N2CCOCC2)cc1NC(=O)CN1C(=O)NC(C)(C2CC2)C1=O (configuration not stated)
  -4.9% | -6.3% | · | · | -21.0% | · | 5.3% | 1.8% | · | -0.4% | 7.2%
> O=C(c1ccncc1)c1ccc(N2CCN(C3CC(=O)N(Cc4cccs4)C3=O)CC2)cc1 (configuration not stated)
  -4.3% | 0.7% | 6.1% | ? | -18.4% | 3.9% | -26.7% | -15.9% | ? | -12.1% | -1.6%
> CCc1nn(CC(=O)N2CCC(C(N)=O)CC2)c(=O)c2cc3occc3n12
  -5.2% | 11.5% | -7.3% | 4.3% | -2.5% | -2.6% | 7.2% | 3.7% | -1.3% | 3.8% | 0.4%
> CCc1ccc(S(=O)(=O)N2CC(=O)Nc3ccccc32)cc1
  -0.1% | -8.9% | 10.1% | 6.0% | 2.1% | 6.7% | 0.8% | 2.2% | 0.2% | 1.8% | -0.8%
> O=C(c1cc(-c2ccccc2)nc2ccccc12)N1CCN(C2CCS(=O)(=O)C2)CC1 (configuration not stated)
  0.0% | 1.0% | · | · | 0.5% | · | -23.2% | 0.9% | · | 2.0% | 26.9µM*
> CN(CCCNC(=O)C1CCC(CNS(=O)(=O)c2ccccc2)CC1)Cc1ccccc1 (configuration not stated)
  2.6% | 2.8% | -6.9% | 2.2% | -25.2% | 37.8%[activator] | -8.0% | -2.0% | -0.5% | 3.2% | 0.6%
> CC1CC(c2ccccc2)n2nc(NC(=O)c3ccco3)nc2N1 (configuration not stated)
  0.6% | -5.6% | -41.2% | -10.7% | 19.5% | 46.3%[activator] | -1.8% | -1.9% | -2.8% | 0.6% | -2.1%
> CN(C)C1=NC[C@H](Cc2ccccc2)N1CC1CCCCCC1
  -8.5% | -6.7% | · | · | -14.2% | · | ? | -4.8% | · | -8.9% | 2.3%
> COc1ccc(OC)c(C(=O)CSc2nnc(-c3cccnc3)n2C)c1
  · | · | 41.0% | -1.9% | -14.6% | -0.3% | -0.9% | · | -3.8% | · | 3.2%
> CCN(Cc1ccncc1)C(=O)c1cccc(S(=O)(=O)N2CCOCC2)c1
  -2.5% | ? | 2.9% | -0.8% | 17.0% | 6.4% | 10.1% | -0.4% | -13.2% | -0.7% | 0.6%
> CC(CCc1ccccc1)NC(=O)c1ccc(C(=O)NC(C)CCc2ccccc2)cc1 (configuration not stated)
  -13.6% | -1.3% | 3.5% | -5.2% | -60.9% | 6.7% | 2.8% | -12.9% | -6.0% | -16.0% | 2.6%
> CCOc1ccc(C(=O)NCC(=O)OCc2cc(C(C)=O)ccc2OC)cc1
  -2.4% | -8.3% | ? | -6.9% | -23.0% | -3.7% | 2.4% | 0.1% | -7.0% | -3.2% | -9.6%
> CCC(=O)c1ccc(OC)c(OC)c1O
  -6.3% | -4.6% | 3.9% | 1.9% | 0.5% | -11.3% | 7.1% | 1.5% | 8.3% | -1.1% | -3.1%
> O=C(NCCN1CCOCC1)C(=O)NCC1OCCCN1S(=O)(=O)c1ccc(F)cc1 (configuration not stated)
  -4.1% | 10.7% | 4.8% | -3.6% | -7.8% | 29.9% | 2.5% | -0.4% | -3.5% | 1.8% | -0.9%
> O=C(CCCc1ccccc1)Nc1ccccn1
  12.6% | 2.5% | 21.6% | 14.6%[10 µM] | 62.7% | -6.1% | -0.9% | ? | 1.1% | 28.1% | ?
> Cc1cccc(NC(=O)N2CCCCCC2)c1
  24.8% | 17.5% | -19.0% | ? | -42.8% | -3.0% | 5.0% | ? | -2.1% | ? | ?

The list is partial, so the mix of outcomes need not match the whole.
